Compound activity deposited in PubChem by several laboratories.
TR-FRET SRC-2 ct – flags TR-FRET format artefacts in PPARgamma SRC-2 recruitment agonist screen; TR-FRET artefact counter-screen; stronger effect = higher value; TR-FRET ratio at 8 µM; actives 0.4% (n = 200,000); in the data active = TR-FRET ratio above about 2000; note: inactives centre near 1500; reference of the scale not given here
S1P3 antag – antagonists of human S1P3 receptor; Q99500; CHO S1P3 NFAT-BLA reporter, FRET fluorescence, antagonist mode; inhibition, % at 4.98 µM; actives 0.27% (n = 170,000); AID 485;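 active = inhibition above the plate cutoff, the mean inhibition of test wells on that plate plus 3 SD, cut at about 28% in these data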;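 note: cells challenged with S1P at its EC80 of 0.8 µM; blue over green emission ratio from cleaved BLA substrate after 4 h stimulation; 0% = S1P-stimulated wells and 100% = unstimulated DMSO-only wells; some compounds past the cut are filed as inactive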
Target sequence (Q99500 whole entry, looked up): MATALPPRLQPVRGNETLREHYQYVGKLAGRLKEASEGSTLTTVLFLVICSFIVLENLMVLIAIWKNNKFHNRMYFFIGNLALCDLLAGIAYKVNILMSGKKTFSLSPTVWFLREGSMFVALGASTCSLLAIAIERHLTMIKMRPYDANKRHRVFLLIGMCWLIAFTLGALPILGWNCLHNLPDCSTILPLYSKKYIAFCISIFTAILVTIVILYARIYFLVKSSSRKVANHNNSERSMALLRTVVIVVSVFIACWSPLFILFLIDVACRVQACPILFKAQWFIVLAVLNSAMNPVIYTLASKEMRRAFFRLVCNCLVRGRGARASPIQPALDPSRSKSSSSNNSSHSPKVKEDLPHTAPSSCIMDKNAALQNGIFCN
L major viab – Leishmania major promastigote growth inhibition; Leishmania major promastigotes, resazurin fluorescence viability; inhibition, % at 10 µM; actives 9% (n = 200,000); AID 1063; in the data active = inhibition above about 50%;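 note: promastigotes grown with compound for 44 hours at 28 °C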
bIAP inhibitor – intestinal alkaline phosphatase (bovine) inhibition; purified bovine IAP, CDP-star luminescence, 30 min; inhibition, % at 20 µM; 190,000 tested, under 10 active;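 active = over 50% inhibition of intestinal alkaline phosphatase at 20 µM in the single-dose screen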
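Assay system: bovine IAP enzyme; medium: DEA buffer 100 mM, pH 9.8, with MgCl2 1.0 mM, ZnCl2 0.02 mM; doses: 20 µM single dose; incubation: enzyme reaction for 30 min at room temperature; detection: CDP-star luminescence signal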
PPARg SRC-2 ag – PPARgamma-driven SRC-2 recruitment agonism; P37231; PPARgamma LBD-SRC-2 recruitment, biochemical; activation, % at 8 µM; actives 0.34% (n = 200,000); in the data active = activation above about 22%;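 note: 0% = vehicle and 100% = reference agonist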
Target sequence (P37231 whole entry, looked up, the tested form may be a part): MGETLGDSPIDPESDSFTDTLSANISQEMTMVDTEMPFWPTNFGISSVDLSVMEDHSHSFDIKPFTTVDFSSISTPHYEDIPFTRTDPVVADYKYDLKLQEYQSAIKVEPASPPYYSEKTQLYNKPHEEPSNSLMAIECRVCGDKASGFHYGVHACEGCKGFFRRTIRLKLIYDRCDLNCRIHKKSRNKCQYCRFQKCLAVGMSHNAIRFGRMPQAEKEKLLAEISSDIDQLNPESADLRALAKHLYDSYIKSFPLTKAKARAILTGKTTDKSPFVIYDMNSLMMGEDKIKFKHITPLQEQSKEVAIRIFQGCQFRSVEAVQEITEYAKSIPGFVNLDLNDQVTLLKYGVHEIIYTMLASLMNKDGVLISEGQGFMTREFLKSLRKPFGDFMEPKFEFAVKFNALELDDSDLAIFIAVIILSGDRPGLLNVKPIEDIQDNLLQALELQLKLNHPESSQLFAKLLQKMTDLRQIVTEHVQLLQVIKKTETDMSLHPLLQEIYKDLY
PPARg SRC-3 ag – agonists of human PPARgamma SRC-3 coactivator recruitment; biochemical PPARgamma/SRC-3 coactivator recruitment assay; P37231; actives 0.26% (n = 200,000); activation, % at 8 µM; in the data active = activation above about 23%;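 note: 0% = DMSO and 100% = reference agonist; some compounds past the cut are filed as inactive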
ROMK mod – modulates human ROMK potassium channel activity. Tet-inducible ROMK, thallium flux fluorescence; actives lie on both sides. B-score at 10 µM. P48048. actives 2% (n = 130,000);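 active = signal ratio slope over the read window, or its plate-corrected B-score, at least 3 SD from the plate mean, either direction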;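 note: B-score of the F/F0 ratio slope over 7 to 12 s after thallium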
RAM inhibit – blocks the yeast RAM network. S. cerevisiae dse1pr::URA3 reporter, 5-FOA growth OD615, 2 d; analog-sensitive cbk1-as2 kinase mutant strain. inhibition, % at 50 µM. actives 1.8% (n = 190,000). AID 868;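 active = inhibition above a set limit, 3 SD over mean compound inhibition, cut at about 8.4% in these data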;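 note: 0% = DMSO-only wells with no growth and 100% = 10 µM 1-NA-PP1 full growth; inhibition rescues growth on 5-FOA so higher OD means more RAM inhibition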
DTT redox prof – compounds producing H2O2 with reducing agent – biochemical, NIH compound library profiling, artefact control for MLSCN library redox annotation, primary screen; DTT-dependent redox cycling H2O2, phenol red/HRP absorbance; 100% = 100 µM peroxide control, 0% = buffer; activation, % at 10 µM; actives 0.03% (n = 200,000);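 active = activation of at least 50% relative to the plate's high and low controls in the primary single-dose screen; inactive = activation below 50%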;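 note: compound incubated with DTT at 0.8 mM final as the reducing agent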
PPARg SRC-1 ag – promotes SRC-1 coactivator recruitment by human PPARgamma; P37231; PPARgamma-SRC-1 coactivator recruitment biochemical assay; activation, % at 8 µM; actives 0.41% (n = 200,000); AID 631; in the data active = activation above about 19%;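 note: 0% = DMSO and 100% = reference agonist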
Efa HMGR inh – inhibitors of class II HMG-CoA reductase from Enterococcus faecalis. purified E. faecalis HMGR, NADPH absorbance 340 nm kinetic. inhibition, % at 10 µM. actives 0.41% (n = 190,000);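 active = inhibition above a set limit, the median over all tested compounds plus 3 SD, cut at about 9.5% in these data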;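 note: enzyme runs in reverse so mevalonate oxidation gives rising NADPH absorbance; 0% = complete reaction with DMSO and 100% = background rate lacking mevalonate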
Active calls of the source: *; . = not tested or not shown. The order is random, and some 13% of all compounds hit somewhere here.

no.	SMILES	TR-FRET SRC-2 ct	S1P3 antag	L major viab	bIAP inhibitor	PPARg SRC-2 ag	PPARg SRC-3 ag
1	Cc1ccc(C2=NOC(=O)/C2=C\C=C\c2ccccc2)cc1	1400	-25	100*	-11	6	6
2	COc1cc(/C=N/NC(=O)CN(Cc2ccccc2)S(=O)(=O)c2ccc3c(c2)OCCO3)ccc1O	1804	-5	7	-2	4	3
3	CC(NC(N)=O)C(=O)NCC(=O)OCc1ccccc1 (stereo not drawn)	1396	-1	3	6	-2	-4
4	O=C(NCc1ccco1)c1nn2cccnc2c1Cl	1746	-2	-3	-4	8	3
5	COc1ccccc1Nc1nc(N)nc(CN2CCOCC2)n1	1584	4	1	0	-10	7
6	CCC(c1nnnn1Cc1ccccc1)N1CCN(c2ccc(OC)cc2)CC1 (stereo not drawn)	1450	-12	7	-10	0	1
7	NC(=O)c1cccc(S(=O)(=O)N2CC(c3ccccc3)CC2=O)c1 (stereo not drawn)	1549	-3	-4	5	-3	-4
8	Cc1occc1C(=O)Nc1nn[nH]n1	1568	.	-3	4	8	-1

no.	ROMK mod	RAM inhibit	DTT redox prof	PPARg SRC-1 ag	Efa HMGR inh
1	0.96	5.8	0.3	13	-3
2	-0.00046	4.8	-0.3	8	4
3	0.11	-1.1	-1.1	-12	-6
4	0.013	0.3	-0.6	0	-5
5	.	0.9	-0.7	-3	1
6	-0.0058	1.4	-1.1	3	-3
7	.	0.2	1.1	4	0
8	0.46	-0.2	0.1	3	-1

Nos. 2 to 8, quoted:
no.	SMILES	TR-FRET SRC-2 ct	S1P3 antag	L major viab	bIAP inhibitor	PPARg SRC-2 ag	PPARg SRC-3 ag
2	COc1cc(/C=N/NC(=O)CN(Cc2ccccc2)S(=O)(=O)c2ccc3c(c2)OCCO3)ccc1O	1804	-5	7	-2	4	3
3	CC(NC(N)=O)C(=O)NCC(=O)OCc1ccccc1 (stereo not drawn)	1396	-1	3	6	-2	-4
4	O=C(NCc1ccco1)c1nn2cccnc2c1Cl	1746	-2	-3	-4	8	3
5	COc1ccccc1Nc1nc(N)nc(CN2CCOCC2)n1	1584	4	1	0	-10	7
6	CCC(c1nnnn1Cc1ccccc1)N1CCN(c2ccc(OC)cc2)CC1 (stereo not drawn)	1450	-12	7	-10	0	1
7	NC(=O)c1cccc(S(=O)(=O)N2CC(c3ccccc3)CC2=O)c1 (stereo not drawn)	1549	-3	-4	5	-3	-4
8	Cc1occc1C(=O)Nc1nn[nH]n1	1568	.	-3	4	8	-1

no.	ROMK mod	RAM inhibit	DTT redox prof	PPARg SRC-1 ag	Efa HMGR inh
2	-0.00046	4.8	-0.3	8	4
3	0.11	-1.1	-1.1	-12	-6
4	0.013	0.3	-0.6	0	-5
5	.	0.9	-0.7	-3	1
6	-0.0058	1.4	-1.1	3	-3
7	.	0.2	1.1	4	0
8	0.46	-0.2	0.1	3	-1

Additional structures follow.
no.	SMILES	TR-FRET SRC-2 ct	S1P3 antag	L major viab	bIAP inhibitor	PPARg SRC-2 ag	PPARg SRC-3 ag
9	CCN(Cc1cc2ccccc2[nH]c1=O)S(=O)(=O)c1ccccc1	1555	-6	3	17	7	4
10	O=C(Nc1ccccc1[N+](=O)[O-])C1=C(O)CCn2c1nc1ccccc12	1537	.	0	15	0	2
11	Cc1sc2nc(CSc3ccc([N+](=O)[O-])c(C(F)(F)F)c3)[nH]c(=O)c2c1C	1917	1	-5	-20	5	-6
12	COc1ccc(C(=O)NCCC2=CCCCC2)cc1[N+](=O)[O-]	1447	-8	6	20	0	0
13	O=C(Nc1ccc(S(=O)(=O)Nc2nccs2)cc1)c1cc(-c2ccccn2)nc2ccccc12	1664	3	-9	1	8	0
14	O=C(Nc1ccccc1)c1cccnc1N1CCOCC1	1603	-16	-8	17	7	-1
15	CC(C)N(C(=O)c1sc2cc([N+](=O)[O-])ccc2c1Cl)C(C)C	1426	.	97*	13	-4	-14
16	Cc1cc(CNC(=O)Nc2ccc3c(c2)OCO3)nn1C	1665	25	-6	0	1	9

no.	ROMK mod	RAM inhibit	DTT redox prof	PPARg SRC-1 ag	Efa HMGR inh
9	-0.54	0.4	0.9	-2	5
10	0.095	0.9	1.0	3	-5
11	0.34	5.8	-0.2	3	-3
12	-0.24	0.6	0.0	-1	-5
13	0.89	2.0	-2.0	1	5
14	.	1.6	-2.1	3	1
15	.	3.6	0.2	1	2
16	.	2.0	1.2	1	-9

Continued:
no.	SMILES	TR-FRET SRC-2 ct	S1P3 antag	L major viab	bIAP inhibitor	PPARg SRC-2 ag	PPARg SRC-3 ag
17	CCS(=O)(=O)c1ccc(-c2csc(-c3ccc(Cl)cc3)n2)c(Cl)c1Cl	1633	.	-2	26	1	5
18	Cn1c(SCC(=O)OC2CCCCC2)nnc1-c1ccc(S(=O)(=O)N2CCCC2)cc1	1440	21	-1	0	3	-2
19	CC1CCN(CCCNC(=O)CN2CCN(Cc3ccc(Cl)cc3)C2=O)CC1	1509	-38	8	-5	-5	1
20	O/N=C\c1ccc(-c2ccccc2)o1	1515	12	19	-15	-3	5
21	CCCCNC(=O)C1(c2ccc(OC)cc2)CCOCC1	1655	.	-4	4	6	4
22	Cc1ccc(C(=O)OC(C(=O)Nc2ccc(Cl)cc2C(F)(F)F)c2ccccc2)cc1 (stereo not drawn)	1418	2	69*	6	-8	-2
23	O=C(C1=C[C@@H](c2ccccc2)C[C@@H](OCCCCO)O1)N1CCOCC1	1503	2	-2	-5	1	4
24	O=S(=O)(c1ccc2ccccc2c1)N1CCCCC1	1546	1	13	26	-4	-9

no.	ROMK mod	RAM inhibit	DTT redox prof	PPARg SRC-1 ag	Efa HMGR inh
17	.	12*	-2.1	-3	-8
18	.	0.9	-2.7	1	-1
19	-1.2	-1.3	0.2	-2	2
20	-0.0098	3.0	0.0	3	-4
21	.	0.4	0.1	4	-4
22	-0.17	6.5	1.4	-4	0
23	.	1.0	4.6	1	-7
24	.	-0.5	2.3	-8	-6

Additional entries
no.	SMILES	TR-FRET SRC-2 ct	S1P3 antag	L major viab	bIAP inhibitor	PPARg SRC-2 ag	PPARg SRC-3 ag
25	CS(=O)(=O)N1N=C(c2ccccc2)CC1c1ccc2nccnc2c1 (stereo not drawn)	1485	-2	27	11	-10	-4
26	COc1ccc(/C=N/NC(=O)C(=O)N2CCN(c3ccccc3OC)CC2)cc1	1541	.	2	4	5	-2
27	Cc1ccc(NC(=S)NCC23C=CC(O2)C2C(=O)N(c4ccc(C)cc4)C(=O)C23)cc1 (stereo not drawn)	1669	3	92*	4	-1	1
28	CCOC(=O)c1c(NC(=O)C(C)Sc2c[nH]c3ccccc23)sc2c1CCC2 (stereo not drawn)	1717	-17	-2	17	11	2
29	Cc1cc(C)cc(NC(=O)C(Nc2ccccc2)c2ccccc2)c1 (stereo not drawn)	1363	11	28	-4	-1	-3
30	O=C(O)C1C2C=CC(C2)C1C(=O)NCCCc1ccccc1 (stereo not drawn)	1443	0	48	15	1	2
31	CCC(c1nnnn1CCc1ccccc1)N(Cc1ccco1)Cc1cc2c(C)ccc(C)c2[nH]c1=O (stereo not drawn)	1330	8	87*	-6	3	11
32	CCC(CC)C(=O)N1CCN(c2cccc(C)c2C)CC1	1485	18	-4	-14	-2	4

no.	ROMK mod	RAM inhibit	DTT redox prof	PPARg SRC-1 ag	Efa HMGR inh
25	.	7.5	-0.5	-4	-2
26	.	-0.7	0.0	-1	-3
27	0.16	2.0	-0.3	10	1
28	-0.079	3.6	3.7	-1	-1
29	0.00049	2.9	-0.2	-3	4
30	-0.056	1.6	0.2	1	-1
31	.	2.6	3.5	1	4
32	0.14	1.1	-0.4	-2	-11

(list continues)
no.	SMILES	TR-FRET SRC-2 ct	S1P3 antag	L major viab	bIAP inhibitor	PPARg SRC-2 ag	PPARg SRC-3 ag
33	COc1ccc(CN=C(Nc2ccccc2)SC2CC(=O)NC2=O)cc1 (stereo not drawn)	1634	-12	23	-12	-5	2
34	COc1ccccc1NS(=O)(=O)c1cccc(C(=O)OCC(=O)Nc2cc(C)on2)c1	1592	.	28	7	1	12
35	CC1CCN(CCOCCOc2ccc(Cl)cc2Br)CC1	1524	.	101*	-1	1	6
36	Cc1ccc(NC(=S)NC2CCCC2)cc1C	1540	5	25	1	-2	4
37	C=CCn1c(SCCN2C(=O)c3ccccc3C2=O)nc2scc(-c3ccccc3)c2c1=O	1379	.	-2	1	-2	6
38	Cc1cccc(N2CCN(Cc3nc(-c4cccc(Oc5ccccc5)c4)oc3C)CC2)n1	1584	-10	4	8	8	4
39	Cn1cc([C@@H]2C[C@H]3CN(Cc4cccc(Cl)c4)C(=O)[C@]34CCCN24)c2ccccc21	1554	-16	30	-16	-2	-1
40	CCC(C)C(NC(=O)C(CC(C)C)NC(=O)C(CO)NC(=O)C1CCC(=O)N1)C(=O)OC (stereo not drawn)	1809	12	0	-6	9	-2

no.	ROMK mod	RAM inhibit	DTT redox prof	PPARg SRC-1 ag	Efa HMGR inh
33	0.029	4.8	0.0	1	-6
34	.	3.4	1.6	6	4
35	.	0.6	2.3	-4	-5
36	.	-0.8	0.4	2	-6
37	.	6.2	0.4	1	-1
38	0.34	0.7	0.8	2	-3
39	-1.1	2.1	-1.1	6	-3
40	0.2	0.9	-0.8	3	0

Going on with the list:
no.	SMILES	TR-FRET SRC-2 ct	S1P3 antag	L major viab	bIAP inhibitor	PPARg SRC-2 ag	PPARg SRC-3 ag
41	CNC(=O)c1ccccc1S(=O)(=O)c1ccccc1C#N	1432	.	-5	6	3	-2
42	CC1CCN(S(=O)(=O)c2cc(Br)cc(C(=O)NC3=NCCS3)c2)CC1	1442	16	15	30	1	4
43	CCOC(=O)C1=NNC(C(=O)c2ccc(Cl)cc2)C1c1ccc(OC)cc1 (stereo not drawn)	1398	-3	-3	-18	3	3
44	Cc1ccc(S(=O)(=O)N/N=C2/CCCCC2C2CCCCC2)cc1[N+](=O)[O-] (stereo not drawn)	1383	-28	-3	6	1	-2
45	COC(=O)c1sccc1Oc1c(Cl)cccc1[N+](=O)[O-]	1442	-17	9	-4	-4	-2
46	COc1ccc(-c2nnn(CC(=O)N(Cc3cccs3)C(C)C(=O)NC3CCCC3)n2)cc1OC (stereo not drawn)	1393	25	19	-25	2	-15
47	O=C(NC1CCN(C(=O)N2c3ccccc3Sc3ccccc32)CC1)c1ccccc1Cl	1584	.	95*	1	3	-1
48	O=C(CSc1nnc(-c2ccc(Cl)cc2)n1Cc1ccco1)Nc1ccc2c(c1)OCCO2	1455	-29	-4	7	6	5
49	CCNC(=S)N1CCN(Cc2ccc3c(c2)OCO3)CC1	1543	-3	-6	7	-2	4

no.	ROMK mod	RAM inhibit	DTT redox prof	PPARg SRC-1 ag	Efa HMGR inh
41	.	-0.1	1.3	0	-4
42	.	0.2	2.5	-7	-7
43	-1.7	2.0	-1.1	2	2
44	.	2.8	0.6	6	1
45	0.74	0.0	-0.5	-8	-1
46	-0.33	5.3	0.0	-2	1
47	.	3.5	-7.6	6	.
48	-0.23	2.6	0.0	0	0
49	-0.21	0.2	0.5	-3	-4
